Screening results deposited in PubChem BioAssay by several laboratories.
STK33 inh – inhibitors of human STK33 kinase | Q9BYT3 | purified STK33, MBP phosphorylation, ADP-Glo luminescence | inhibition, % at 10 µM | hit rate 0.073% among 320,000;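 active means inhibition at or above 25%, using the most active replicate where run in duplicate; inactive means inhibition below 25%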
Target sequence (Q9BYT3 whole entry, looked up): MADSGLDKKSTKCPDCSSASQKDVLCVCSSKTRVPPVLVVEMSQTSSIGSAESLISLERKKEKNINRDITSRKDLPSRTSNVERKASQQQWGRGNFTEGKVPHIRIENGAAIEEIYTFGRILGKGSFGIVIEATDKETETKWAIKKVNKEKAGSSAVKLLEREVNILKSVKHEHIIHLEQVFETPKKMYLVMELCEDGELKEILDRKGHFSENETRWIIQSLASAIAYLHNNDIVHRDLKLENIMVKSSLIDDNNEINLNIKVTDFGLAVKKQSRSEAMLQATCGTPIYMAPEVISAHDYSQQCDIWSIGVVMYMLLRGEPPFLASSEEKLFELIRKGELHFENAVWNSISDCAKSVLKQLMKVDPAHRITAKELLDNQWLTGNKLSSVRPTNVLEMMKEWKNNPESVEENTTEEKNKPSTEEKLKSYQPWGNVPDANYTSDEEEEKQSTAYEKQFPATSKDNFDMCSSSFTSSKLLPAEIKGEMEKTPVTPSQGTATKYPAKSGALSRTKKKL
CHT inh – inhibits the human high affinity choline transporter; hit rate 0.86% among 310,000; B-score at 10 µM; Q9GZV3; CHT-expressing cells, membrane potential dye, choline response; stronger effect = lower value;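 active means B-score over 3 SD under the library average, and starting fluorescence ratio not unusually high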;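 further: choline stimulus applied at its EC90 after an EC20 pre-addition; B-score computed on integrated fluorescence ratio after choline addition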
Target sequence (Q9GZV3 whole entry, looked up): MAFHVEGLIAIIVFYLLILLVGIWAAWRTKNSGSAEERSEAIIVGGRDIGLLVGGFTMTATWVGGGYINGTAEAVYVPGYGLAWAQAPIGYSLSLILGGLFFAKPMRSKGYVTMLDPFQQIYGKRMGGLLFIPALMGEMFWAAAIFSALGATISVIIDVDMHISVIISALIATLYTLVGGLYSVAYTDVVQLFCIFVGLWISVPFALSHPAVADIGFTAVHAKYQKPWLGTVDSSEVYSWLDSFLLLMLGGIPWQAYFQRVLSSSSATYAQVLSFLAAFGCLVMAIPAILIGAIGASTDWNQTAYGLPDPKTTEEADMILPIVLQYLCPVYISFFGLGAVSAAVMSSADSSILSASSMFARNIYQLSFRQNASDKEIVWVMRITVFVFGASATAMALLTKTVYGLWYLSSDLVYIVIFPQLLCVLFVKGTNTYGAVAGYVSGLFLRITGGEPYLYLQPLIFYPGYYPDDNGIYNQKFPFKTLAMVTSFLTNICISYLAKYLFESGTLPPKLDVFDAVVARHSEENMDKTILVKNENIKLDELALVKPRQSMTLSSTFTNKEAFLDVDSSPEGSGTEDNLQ
CHT PAM – allosteric activators of human choline transporter CHT; B-score at 10 µM; Q9GZV3; hit rate 0.49% among 310,000; CHT-expressing cells, membrane potential dye, choline EC20; stronger effect = higher value; LV-AA mutant CHT in HEK293 cells;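 active means initial fluorescence not abnormally high and integrated response B-score, plate-corrected, over 3 SD above library mean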
Starred values were filed as active, the others as inactive; i = inactive; nt = no result given.

SMILES	STK33 inh	CHT inh	CHT PAM
Cn1c(CNC(=O)C(Cc2ccccc2)NC(=O)c2cccc(F)c2)cc(=O)n(C)c1=O (stereo not given)	2.1	i	i
CCC(CC)NC(=O)CSc1nnc(-c2c[nH]c3ccccc23)o1	0.5	i	i
CCOc1cc(C2C(C(=O)N3CCOCC3)=C(C)NC3=C2C(=O)CCC3)ccc1O (stereo not given)	-2.1	i	i
COc1ccc(C2=Nc3ccc(Br)cc3C(c3ccccc3)N2CC(=O)NN)cc1 (stereo not given)	-0.3	i	i
CCC1CCCCN1CCCNC(=O)CNC(=O)Cn1ccc2ccccc2c1=O (stereo not given)	-2.1	i	i
CS(=O)(=O)NN1C(=O)c2ccccc2NC1c1cc2ccccc2nc1Cl (stereo not given)	1.1	i	i
COc1cc(NC(=O)c2cnc(N)s2)cc(C(=O)Nc2cccc(C(F)(F)F)c2)c1	0.6	i	i
Cc1ccc(C(=O)N(CC(=O)NC2CCCC2)c2ccccc2C)s1	-0.8	i	i
CCN(CC)S(=O)(=O)c1cccc(-c2nnc(SC(C)C(N)=O)n2CCc2ccccc2)c1 (stereo not given)	0.5	i	i
CCC(C)(C(=O)NC1CCCCC1)N(Cc1ccco1)C(=O)CC1NC(=O)NC1=O (stereo not given)	-1.2	i	i
CC1(C)C(=O)Nc2ccccc2N1C(=O)CN1C(=O)C(=O)N(C2CCCC2)C1=O	-2.6	i	i
O=C(CSc1nnc(-c2ccncc2)n1-c1ccccc1Cl)Nc1ccc(C(=O)O)cc1	0.3	i	i
CCSc1ncc(Cl)c(C(=O)Nc2ccc(S(N)(=O)=O)cc2)n1	-1.0	i	i
O=C1CC(c2ccccc2F)c2c(c3ccccc3[nH]c2=O)O1 (stereo not given)	-1.4	i	i
O=C(Cn1c(=O)c(=O)n(Cc2ccccc2)c2ccc(Cl)cc21)Nc1cc(F)ccc1F	-1.6	i	i
Cc1ccc(OCCSc2nnc(-c3cccs3)n2C)cc1	-0.7	i	i
COc1cccc(N2CC(NC(=O)C(=O)c3c(C)[nH]c4ccccc34)CC2=O)c1 (stereo not given)	-0.7	i	i
Cc1ccc(C(C)NC(=O)C23CC4CC(CC(C4)C2)C3)cc1 (stereo not given)	1.7	i	i
Cc1cc(=O)oc2cc(OCC(=O)OCC(=O)N3CCc4ccccc43)ccc12	-0.9	i	i
COc1ccc(CCn2c(Br)nc3c2c(=O)[nH]c(=O)n3C)cc1	1.3	i	i
COc1ccccc1-n1nnnc1SCC(=O)Nc1ccccc1	0.1	i	i
O=C(O)CC(NC(=O)Cc1ccc(Cl)cc1)c1ccco1 (stereo not given)	-0.4	i	i
CCOC(=O)c1ccc(S(=O)(=O)N2CCN(C(=O)c3nn(C)c(=O)c4ccccc34)CC2)cc1	1.3	i	i
Cc1cc(-c2ccc(S(=O)(=O)N3CCN(c4ccc(F)cc4)CC3)s2)on1	-0.4	i	i
COC(=O)c1ccc(-c2nc3cc(Cl)c(N)cc3s2)cc1	0.7	i	i

Of the compounds above, these contain fluorine.
SMILES	STK33 inh	CHT inh	CHT PAM
Cn1c(CNC(=O)C(Cc2ccccc2)NC(=O)c2cccc(F)c2)cc(=O)n(C)c1=O (stereo not given)	2.1	i	i
COc1cc(NC(=O)c2cnc(N)s2)cc(C(=O)Nc2cccc(C(F)(F)F)c2)c1	0.6	i	i
O=C1CC(c2ccccc2F)c2c(c3ccccc3[nH]c2=O)O1 (stereo not given)	-1.4	i	i
O=C(Cn1c(=O)c(=O)n(Cc2ccccc2)c2ccc(Cl)cc21)Nc1cc(F)ccc1F	-1.6	i	i
Cc1cc(-c2ccc(S(=O)(=O)N3CCN(c4ccc(F)cc4)CC3)s2)on1	-0.4	i	i

Structures from the list above that have an aryl methoxy group:
SMILES	STK33 inh	CHT inh	CHT PAM
COc1ccc(C2=Nc3ccc(Br)cc3C(c3ccccc3)N2CC(=O)NN)cc1 (stereo not given)	-0.3	i	i
COc1cc(NC(=O)c2cnc(N)s2)cc(C(=O)Nc2cccc(C(F)(F)F)c2)c1	0.6	i	i
COc1cccc(N2CC(NC(=O)C(=O)c3c(C)[nH]c4ccccc34)CC2=O)c1 (stereo not given)	-0.7	i	i
COc1ccc(CCn2c(Br)nc3c2c(=O)[nH]c(=O)n3C)cc1	1.3	i	i
COc1ccccc1-n1nnnc1SCC(=O)Nc1ccccc1	0.1	i	i

Remaining list, next part.
SMILES	STK33 inh	CHT inh	CHT PAM
Cc1ccc(S(=O)(=O)Nc2ccc(S(=O)(=O)N3CCCC3)cc2)cc1	1.1	i	i
CC(C)Oc1cccc(-c2cc(C(=O)N3CCN(c4ncccn4)CC3)c3ccccc3n2)c1	-0.2	i	i
COc1ccccc1N1CCN(C(c2cccs2)C(C)NC(=O)c2ccncc2)CC1 (stereo not given)	0.4	i	i
Cc1ccc(-c2cc(C(=O)OC3CCOC3=O)c3ccccc3n2)c(C)c1 (stereo not given)	-1.6	i	i
N=c1c2c(-c3ccccc3)c(-c3ccccc3)n(Cc3ccco3)c2ncn1Cc1ccccc1	-0.8	i	i
COc1cc(Cl)c(C)cc1NC(=O)CSc1nnc(-c2ccccn2)n1Cc1ccco1	-0.8	i	i
COC(=O)c1cc(C(=O)OCC(=O)Nc2ccccc2OC(F)F)cc([N+](=O)[O-])c1	0.3	i	i
CCn1c(CNC(=O)c2cccc(C)c2)nc2ccccc21	-0.4	i	i
CCc1cccc(C)c1NC(=O)CCNC(=O)c1cccc(C)c1	1.7	i	i
CCC(NC(=O)CCc1ccccc1)c1ccccc1 (stereo not given)	-0.9	i	i
Cn1ncc(N=Cc2ccccc2O)c1C(=O)Nc1ccccc1	-0.7	i	i
O=C1N/C(=C/c2cccs2)C(=O)N1Cc1ccc(Br)cc1	-0.6	i	i
Cc1nc2ccccc2c(=O)n1/N=C/c1ccc2ccccc2c1O	0.0	i	i
Cc1ccc(-c2noc(CSc3nnnn3-c3ccccc3)n2)cc1	-1.4	i	i
O=C(c1cccs1)N1CCN(Cc2ccc3c(c2)OCO3)CC1	-0.5	i	i
O=C(OCc1cccc([N+](=O)[O-])c1)c1ccc[nH]c1=O	-0.6	i	i
CC(Oc1ccc(Cl)cc1)C(=O)OCC(=O)Nc1ncc(Cl)cc1Cl (stereo not given)	-0.1	i	i
O=c1c2ccccc2nc2c3ccccc3c(NCCO)nn12	-0.5	i	i
CC(=O)C1=C(O)C(=O)N(Cc2cccnc2)C1c1ccc(Cl)cc1 (stereo not given)	-0.8	i	i
CC(NC(=S)Nc1ccc([N+](=O)[O-])cc1)c1ccncc1 (stereo not given)	-0.7	i	i
CCCN1Cc2cccc(C(=O)Nc3cc(OC)cc(OC)c3)c2C1=O	5.5	i	i
CCCCNC(=O)CS(=O)Cc1nc(-c2cccc(Cl)c2)oc1C (stereo not given)	-0.4	i	i
CCOC(=O)Nc1ccc2c(c1)N(C(=O)CCN1CCN(CCO)CC1)c1ccccc1CC2	-1.3	i	i
COC(=O)c1c(-c2cccnc2)csc1NC(=O)c1ccc2c(c1)OCO2	-0.1	i	i
O=C(NCc1cccs1)c1nc2c(nnn2Cc2ccc(F)cc2)c(=O)[nH]1	-2.4	i	i

In another format: results already given
Molecule,STK33 inh,CHT inh,CHT PAM
N=c1c2c(-c3ccccc3)c(-c3ccccc3)n(Cc3ccco3)c2ncn1Cc1ccccc1,-0.8,i,i
COc1cc(Cl)c(C)cc1NC(=O)CSc1nnc(-c2ccccn2)n1Cc1ccco1,-0.8,i,i
COC(=O)c1cc(C(=O)OCC(=O)Nc2ccccc2OC(F)F)cc([N+](=O)[O-])c1,0.3,i,i
CCn1c(CNC(=O)c2cccc(C)c2)nc2ccccc21,-0.4,i,i
CCc1cccc(C)c1NC(=O)CCNC(=O)c1cccc(C)c1,1.7,i,i

Continued.
SMILES	STK33 inh	CHT inh	CHT PAM
CCN(CC)S(=O)(=O)N1CCC(C(=O)NCc2ccc3c(c2)OCO3)CC1	nt	i	i
CCC1Oc2ccccc2N(CC(=O)NCCC2=CCCCC2)C1=O (stereo not given)	2.3	i	i
C/C(=N/OC(=O)C1CC1)c1cc(-c2ccc(Cl)cc2)no1	-0.2	i	i
CC1CCCC(C)N1C(=O)c1ccc(CS(=O)(=O)c2ccccc2)cc1 (stereo not given)	-0.5	i	i
CCN1/C(=c2/s/c(=C3/C(=O)N(c4ccccc4)N=C3C)n(CC)c2=O)C=Cc2ccccc21	2.3	i	i
O=C(COC(=O)c1ccccc1C(=O)c1ccc(Cl)cc1)NCCc1ccccc1	-0.2	i	i
C[C@H](NC(=O)c1nc[nH]c1C(=O)N[C@@H](C)c1ccccc1)C(=O)OC(C)(C)C	-1.1	i	i
O=C(O)C1=NN(c2ccccc2)C(=O)CC1	-2.3	i	i
COc1cc(OC)cc(C(=O)N[C@H](C(=O)Nc2nc(-c3ccc(OC)c(OC)c3)cs2)C(C)C)c1	-2.0	i	i
COC(=O)[C@H](Cc1ccccc1)NC(=O)NCC1CCCO1 (stereo not given in full)	-0.7	i	i
O=C(CSc1ncccn1)N/N=C/c1cccc(OC2CSC2)c1	-2.2	i	i
CCCCCCC(=O)N/N=C/Cc1ccccc1	0.3	i	i
Cc1ccc(NC(=O)C2CCN(C(=O)c3ccco3)CC2)cc1	-1.3	i	i
CN1CCc2c(sc3c2C(=O)NC(c2ccccn2)N3)C1 (stereo not given)	-4.0	i	i
CN1C(=S)SC(/[N+]([O-])=C/c2c(F)cccc2Cl)C1(C)C (stereo not given)	-0.9	i	i
CCOC(=O)C1=C(COC(=O)CNC(=O)c2cc(OC)c(OC)c(OC)c2)NC(=O)NC1C (stereo not given)	0.0	i	i
Cc1ccc(C2=NN(C(=O)C3CCCO3)C(c3ccco3)C2)cc1 (stereo not given)	-0.9	i	i
Cc1ccccc1NC(=O)c1sc(NC(=O)COc2ccccc2)c(C#N)c1C	-1.4	i	i
CCc1nc2ccc(C(=O)N3CCN(c4ccccc4)CC3)cc2nc1CC	-1.2	i	i
CCCCOc1c(Br)cc(/C=C2\N=C(C)OC2=O)cc1OCC	-1.0	i	i
O=C(CN1CCOCC1)NC1CC2CCC1C2 (stereo not given)	-0.4	i	i
O=C(NN1C(=O)c2cc(Br)ccc2NC1c1cc(Br)cc(Br)c1O)c1ccncc1 (stereo not given)	-0.9	i	i
O=C(Cn1c2ccc(F)cc2c2nc3n(c(=O)c21)CCS3)N1CCCC1	0.7	i	i
OCCCn1c(-c2ccccc2)csc1=Nc1ccccc1	2.0	i	i
COC(=O)c1cc2n(n1)CCN(Cc1ccc(C)cc1)C2=O	-0.6	i	i
SMILES	STK33 inh	CHT inh	CHT PAM
Cc1cccc(Cn2nc(-n3cccc3)c3c(C)cc(C)nc32)c1	-0.9	i	i
O=C(CCC1CCCCC1)Nc1ccc(C(=O)c2ccncc2)cc1	-0.8	i	i
Cc1ccc(C(=O)NC(=S)N2CCN(c3ccccc3F)CC2)cc1	-0.1	i	i
CCCOc1ccc(-c2c(C(=O)N/N=C/c3ccc(C)o3)nnn2-c2nonc2N)cc1	-0.1	i	i
c1ccc(OCCCCN2CCOCC2)cc1	nt	i	i
O=C(NC1CCCC1)C(c1cccnc1)N(C(=O)c1ccco1)c1cccc(F)c1 (stereo not given)	-0.4	i	i
CC(=O)Nc1ccc(S(=O)(=O)N2CCC(c3nc4ccccc4[nH]3)CC2)cc1	nt	i	i
Cc1c(NC(=O)C(Sc2ccccc2)c2ccccc2)cccc1[N+](=O)[O-] (stereo not given)	-0.8	i	i
CN(C)C(CNC(=O)c1cnc(Cl)c(Cl)c1)c1ccccc1 (stereo not given)	-1.2	i	i
Cc1cccc(N(CC(=O)N2CCN(c3ccccc3F)CC2)S(C)(=O)=O)c1	-3.3	i	i
COCCn1c(N)c(Sc2ccc(C)cc2)c(=O)[nH]c1=O	-0.2	i	i
CC1=Nc2ccc(Br)cc2C(c2ccccc2)N1CC(=O)NN (stereo not given)	0.4	i	i
COCCn1c(SCC(=O)Nc2ccc(F)cc2)nc2ccccc2c1=O	-0.6	i	i
N#C/C(=C\c1c(Oc2ccccc2F)nc2ccccn2c1=O)C(=O)NC1CCS(=O)(=O)C1 (stereo not given)	-0.8	i	i
CN(C)S(=O)(=O)N1CCC(Oc2cccc(C(=O)N3CCSCC3)c2)CC1	0.2	i	i
CC(C)CCNC(=O)CN(C(=O)CCC(=O)Nc1ccccn1)c1ccc2c(c1)OCCO2	-2.7	i	i
COC(F)(C(=O)Nc1ccc2c(c1)C(=O)NC2=O)C(F)(F)F (stereo not given)	1.1	i	i
C/C(=N\NC(=O)CN(c1ccccc1Br)S(C)(=O)=O)c1cccs1	1.5	i	i
COc1cc(NC(=O)Nc2ccccc2)c(OC)cc1NC(=O)CN1CCCCC1	2.0	i	i
C=C1CCN(c2ccc(C(=O)NCc3ccc(C)cc3)cc2[N+](=O)[O-])CC1	-0.1	i	i
CC(=O)Nc1ccc(N2C(=O)CSC2c2c(F)cccc2Cl)cc1 (stereo not given)	0.8	i	i
O=C(c1ccc(Cl)c([N+](=O)[O-])c1)N(Cc1cccc(Cl)c1)C1CCS(=O)(=O)C1 (stereo not given)	nt	i	i
CCC(=O)Nc1ccc(-c2nnc(SCC(=O)Nc3nccs3)n2C)cc1	-1.5	i	i
COc1ccc(C(=O)NC(=S)Nc2cccnc2)cc1[N+](=O)[O-]	0.1	i	i
CC(C)C(C(=O)NCC1CCCO1)N(C(=O)CNS(=O)(=O)c1ccc(F)cc1)c1ccccc1 (stereo not given)	-0.2	i	i
COc1ccccc1Nc1nc(C)cc(=O)[nH]1	-2.0	i	i
COc1ccc(CNC(=O)Cn2nc(-c3ccc4c(c3)OCCO4)ccc2=O)cc1	-1.1	i	i
CCOC(=O)/C=c1\s/c(=C\c2ccc(C(F)(F)F)cc2)c(=O)n1CC(=O)NCc1ccco1	3.8	i	i
Brc1cccc(/C=N/Nc2nc(N3CCCCC3)nc(N3CCCCC3)n2)c1	-0.9	i	i
Cc1cc(=O)[nH]c(-c2cccnc2)n1	-1.0	i	i
